Bioassay records from PubChem BioAssay.
aGlu spleen mod = qHTS Assay for Inhibitors and Activators of Human alpha-Glucosidase From Spleen Homogenate; Lysosomal alpha-glucosidase (Homo sapiens), P10253; human spleen homogenate, 4-MU-alpha-glucoside fluorescence; Potency, µM (series often up to 79.9 µM), for the others: at the highest dose activity change, negative = inhibition, most hits filed as inhibitors; 240,000 compounds, 0.006% hits; AID 2112, 2009;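 also: 0% = enzyme with vehicle and -100% = no enzyme basal signal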
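AC50 values come from Hill-equation fits of concentration-response data, normalized to no-enzyme and full-activity controls. Enzyme source: 1 ug human spleen homogenate; 1 mM fluorogenic 4-MU glucoside, pH 5.0 citrate buffer, 37 C, 40 min.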
HTT cytoprotect = qHTS Multiplex Assay to Identify Dual Action Probes in a Cell Model of Huntington: Cytoprotection (ATP); 230,000 compounds, 0.14% hits; PC12 HTT-Q103 induced, cytoprotection, ATP luminescence, 40 h; Potency, µM (highest dose often 56.4 µM), inactives show cytoprotection (ATP increase), most hits filed as activators;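 also: % of control where 0% means no effect; nearly all actives have a fitted effect of over 45% in size; toxic huntingtin expression switched on by the ecdysone agonist tebufenozide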
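Rat PC12, Q103 Htt exon1-GFP fusion, ecdysone promoter; tebufenozide inducer 100 nM final; compound titration; qHTS, 1500 cells/well; ATPlite luminescent read.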
Tau fibril ThT = qHTS for Inhibitors of Tau Fibril Formation, Thioflavin T Binding | 270,000 compounds, 2.1% hits | Microtubule-associated protein tau (Homo sapiens), P10636 | AID 1460, 2008 | Potency, µM (series often up to 57.4 µM), inactives show top-dose activity, negative = inhibition, usual class: inhibitors | recombinant tau K18 P301L, heparin-induced fibrillization, ThT fluorescence; also: % is scaled to controls: 0 for no effect and ±100 for the full control effect; nearly all actives have a fitted effect of over 55% in size
Target sequence (P10636 561-689 P618L limits assumed): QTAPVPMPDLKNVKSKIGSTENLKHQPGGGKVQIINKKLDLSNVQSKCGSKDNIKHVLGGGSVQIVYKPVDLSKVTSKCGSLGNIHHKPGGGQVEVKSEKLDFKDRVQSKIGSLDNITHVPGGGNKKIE
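Aggregation was driven by heparin (20 uM final) acting on recombinant tau […] bearing P301L in 100 mM sodium acetate pH 7; fibrils were detected with Thioflavin T.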
Tau fibril FP = qHTS for Inhibitors of Tau Fibril Formation, Fluorescence Polarization | K18 P301L tau heparin fibrillization, Alexa594 FP, 6 h | AID 1468, 2008 | 280,000 compounds, 0.39% hits | Potency, µM (series often up to 57.7 µM), for the others: at the top dose activity, negative = inhibition, most hits filed as inhibitors; also: % is scaled to controls: 0 for no effect and ±100 for the full control effect; nearly all actives have a fitted effect of over 55% in size
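Quantitative HTS format: compounds meet 15 uM recombinant K18 P301L tau and Alexa 594-tau tracer in 100 mM sodium acetate pH 7; 20 uM heparin triggers fibrillization at 37 C over 6 hr; FP gives the signal.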
Tau fluor cs = Counterscreen qHTS for Inhibitors of Tau Fibril Formation, Fluorescence Polarization; Potency, µM (series often up to 57.7 µM), without a hit: at the top dose activity change, negative = decrease; 280,000 compounds, 0.93% hits; tau K18 P301L (four-repeat tau fragment) Alexa594 fluorescence, heparin fibrillization; also: % is scaled to controls: 0 for no effect and ±100 for the full control effect; nearly all actives have a fitted effect of over 55% in size
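Human K18 P301L tau (15 uM unlabeled plus 0.24 uM Alexa 594-labeled, final) in 100 mM sodium acetate pH 7 was mixed with compound and 20 uM heparin and incubated 6 hr at 37 C.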
GLA spleen mod = qHTS Assay for Inhibitors and Activators of Human alpha-Galactosidase From Spleen Homogenate; AID 2107, 2009; human spleen homogenate, 4MU-alpha-Gal fluorescence, 40 min; Alpha-galactosidase A (Homo sapiens), P06280; 240,000 compounds, 0.008% hits; Potency, µM (titrated, usually from 80 µM), for inactives: at the highest dose activity change, negative = inhibition, most hits filed as inhibitors;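 also: 0% = enzyme with vehicle and -100% = no enzyme basal signal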
Target sequence (P06280 32-429 limits assumed): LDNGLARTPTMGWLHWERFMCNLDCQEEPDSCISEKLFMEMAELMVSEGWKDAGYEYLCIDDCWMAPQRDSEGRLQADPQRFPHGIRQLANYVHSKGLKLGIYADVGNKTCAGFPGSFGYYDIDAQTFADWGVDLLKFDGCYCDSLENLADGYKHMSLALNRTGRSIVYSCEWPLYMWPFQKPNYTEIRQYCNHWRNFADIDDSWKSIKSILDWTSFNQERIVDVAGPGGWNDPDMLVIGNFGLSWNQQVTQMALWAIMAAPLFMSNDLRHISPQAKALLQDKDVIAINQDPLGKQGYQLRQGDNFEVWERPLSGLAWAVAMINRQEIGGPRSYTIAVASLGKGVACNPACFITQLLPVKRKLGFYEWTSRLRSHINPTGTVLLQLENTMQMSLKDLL
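Fluorogenic readout (Ex 365/Em 440 nm) of 4-methylumbelliferone released from 1 mM 4-MU-alpha-galactoside by spleen homogenate, 40 min at 37C, pH 5.0. Data normalized to no-enzyme and enzyme controls; Hill-equation AC50 from compound titrations.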
GAA inhib = qHTS Assay for Inhibitors of Human alpha-Glucosidase as a Potential Chaperone Treatment of Pompe Disease; AID 1466, 2008; Potency, µM (series often up to 76.9 µM), without a hit: at the top dose activity change, negative = inhibition, most hits filed as inhibitors; 200,000 compounds, 0.005% hits; purified human GAA, 4-MU-alpha-glucoside fluorescence;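 also: plate controls were uninhibited enzyme wells for no effect and no-enzyme background for full effect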
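Compounds are titrated up to 77 uM against 4 nM human enzyme. Substrate 4-methylumbelliferyl-alpha-D-pyranoside (400 uM) reacts 20 min at room temperature in pH 5.0 buffer; liberated 4-methylumbelliferone is read at 440 nm.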
GAA glycogen mod = qHTS Assay for Inhibitors and Activators of Human alpha-Glucosidase Cleavage of Glycogen | recombinant GAA, glycogen substrate, Amplex Red glucose oxidase fluorescence | Potency, µM (titrated, usually from 76.4 µM), without a hit: top-dose activity change, negative = inhibition, actives largely listed as inhibitors | 300,000 compounds, 0.38% hits | AID 2100, 2009;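 also: 0% = full enzyme reaction and -100% = no-enzyme basal signal; the screen sought inhibitors and activators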
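Recombinant human alpha-glucosidase (4 nM final) hydrolysed bovine liver glycogen (30 ug) for 40 min at 37 C in pH 5.0 citrate/phosphate with 0.01% Tween-20. Released glucose detected by glucose oxidase/Amplex Red, Ex 573/Em 610 nm. Compounds up to 77 uM; AC50 from Hill fits.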
Numbers without * were called inactive; ? = inconclusive; . = not tested or not shown; & = joins results of further samples; [ ] = another dose, or the depositor's remark. Calls follow the shape of the dose curve; as a rule, active = well fitted curve in the direction sought with a large enough effect; inconclusive = small, poorly fitted or top-dose-only effect, or another doubt; inactive = no such curve, though single readings can be large; an effect the other way counts as inactive or inconclusive. Potency is read from the fitted curve at half-maximal effect.

canonical_smiles	Tau fibril ThT	Tau fluor cs	Tau fibril FP	GAA glycogen mod	aGlu spleen mod	HTT cytoprotect	GAA inhib	GLA spleen mod
CC(NC(=O)OCc1ccccc1)C(=O)Oc1cc2oc(=O)cc(-c3ccccc3)c2cc1Cl (stereo unspecified)	-12%	-19%	9%	8%	-1%	-2%[10 µM]	2%	-1%
O=[N+]([O-])c1ccc(C2CNC(c3ccccc3)O2)cc1 (stereo unspecified)	1%	2%	3%	10%	-16%	6%[10 µM]	0%	-3%
O=C(COc1ccccc1Cl)Nc1ccc(C(=O)c2ccc(C(=O)O)cc2)cc1	-17%	-7%	13%	-7%	0%	?	-22%	9%
O=C(CSc1nnc(Cc2cc(=O)[nH]c(=O)[nH]2)n1-c1ccc(F)cc1)NC1CCCC1	-2%	-2%	-7%	-3%	9%	-31%	6%[15.4 µM]	5%
CCCCOc1cccc(OCCCC)c1C(=O)Nc1cc(C)on1	7%	-10%	-1%	1%	-6%	-11%[0.074 µM]	-9%	-3%
CN(C)NC(=S)NC(=O)C12CC3CC(CC(C3)C1)C2	2%	-4%	-3%	-28%	8%	-10%	3%	7%
CCN(CC)S(=O)(=O)c1cc(C(=O)OCC(=O)Nc2cccc(Br)c2)ccc1F	-2%	?	?	-10%	-2%	-2%[10 µM]	-3%	-13%
O=C(NCCO)C(=O)c1c(-c2ccc(Cl)cc2)cc2ccccn12	-11%	-7%	-5%	21%	-14%	.	1%	-7%
Cc1cccc(NC(=S)NC(=O)c2ccc(Br)o2)c1	-11%	-16%	-10%	-3%	-1%	27%[10 µM]	.	6%
CCOc1ccccc1C(=O)N[C@H](C(=O)OCc1cc(=O)oc2cc(C)ccc12)C(C)C	-22%	-19%	-3%	8%	-6%	5%[1.9 µM]	-10%	-15%
Cc1cc(C)cc(NS(=O)(=O)c2ccc(F)cc2)c1	4%	-13%	-5%	-2%	5%	20%[10 µM]	.	4%
c1ccc2c(N3CCCCC3)nc(N3CCOCC3)nc2c1	-7%	-11%	-9%	-1%	1%	-37%[inhibitor]	13%	4%
CCOc1ccc(NC(=O)CSc2nnc(C(C)C)n2CC)cc1	-2%	4%	15%	0%	5%	24%[10 µM]	-1%	19%
Cc1ccc(NC(=S)NN2CCN(C)CC2)c(C)c1	5%	4%	3%	2%	2%	35%[10 µM]	10%	-3%
Cc1cnc2c(C(=O)O)cnn2c1	-5%	-1%	-7%	5%	9%	-23%	2%	5%
Cc1cc(C)c(S(=O)(=O)NCCOc2ccccc2)c(C)c1-n1cnnn1	-1%	-15%	-7%	-2%	-5%	-8%	-2%	-4%
Cc1noc(C)c1C(=O)OCC(=O)c1cc(C)n(Cc2ccccc2Cl)c1C	?	-14%	6%	-9%	-5%	-22%[10 µM]	-4%	5%
CCN(CC)CCCN(Cc1cc2cc3c(cc2[nH]c1=O)OCO3)C(=S)Nc1ccc(OC)cc1	-11%	-19%	-10%	-10%	-17%	5%[10 µM]	-9%	11%
O=C1CCNc2cc3ccccc3cc21	-2%	4%	7%	?	14%	-96%[inhibitor][10 µM]	1%	19%
Cc1cc(C)c(C(=O)CSC2=NC(N)=C(C#N)C3(CCCCC3)C2C(N)=O)cc1C (stereo unspecified)	28µM*	?	?	-5%	-10%	?	-6%	-8%
CCCc1cc(C(=O)Nc2sc3c(c2C#N)CCC3)no1	-18%	-20%	-4%	11%	-4%	9%[10 µM]	0%	-5%
O=C(C1=C[C@@H](c2ccc(C(F)(F)F)cc2)C[C@@H](OCc2ccc(CO)cc2)O1)N1CCN(Cc2ccc3c(c2)OCO3)CC1	?	-24%	-1%	-7%	-16%	-15%[10 µM]	.	-5%
Cc1ccc(Cl)c(NC(=O)COC(=O)c2ccccc2C(=O)c2ccc(Cl)c([N+](=O)[O-])c2)c1Cl	?	?	-6%	5%	-3%	0%[10 µM]	-1%	-7%
CC1=CC(C)(C)C(C(=O)O)C(C(=O)O)C1 (stereo unspecified)	-6%	-3%	-15%	-2%	7%	-5%[0.074 µM]	-4%	6%
Cc1nc([N+](=O)[O-])cn1CC(O)c1ccc(-c2ccccc2)cc1 (stereo unspecified)	.	1%	-1%	4%	-3%	3%[10 µM]	.	2%
CCCCC(=O)Nc1cccc(-c2nc3ncccc3o2)c1C	-10%	4%	-3%	3%	.	.	.	.
COc1cccc(OC(=O)CSc2nnc(-c3ccccc3Br)o2)c1	-10%	-2%	15%	3%	-1%	1%[10 µM]	1%	3%
Cc1cc2oc(=O)cc(C)c2cc1NC(=O)CCC(=O)O	-7%	-1%	14%	-6%	9%	-9%	0%	8%
COC(=O)CCCCCN1C(=O)NC(c2ccc(-c3ccccc3)cc2)C(C(=O)OCc2ccccc2)=C1C (stereo unspecified)	-16%&1%	-10%&-2%	-4%&-3%	1%	8%&0%	-10%	6%	1%&-5%
CCc1ccc(OCC(=O)Nc2cccc3nsnc23)cc1	-16%	0%	17%	8%	1%	.	?	-6%

Structural class: the compounds so far with an aryl thioether with sulfur outside any ring (3)
canonical_smiles	Tau fibril ThT	Tau fluor cs	Tau fibril FP	GAA glycogen mod	aGlu spleen mod	HTT cytoprotect	GAA inhib	GLA spleen mod
O=C(CSc1nnc(Cc2cc(=O)[nH]c(=O)[nH]2)n1-c1ccc(F)cc1)NC1CCCC1	-2%	-2%	-7%	-3%	9%	-31%	6%[15.4 µM]	5%
CCOc1ccc(NC(=O)CSc2nnc(C(C)C)n2CC)cc1	-2%	4%	15%	0%	5%	24%[10 µM]	-1%	19%
COc1cccc(OC(=O)CSc2nnc(-c3ccccc3Br)o2)c1	-10%	-2%	15%	3%	-1%	1%[10 µM]	1%	3%

Further compounds:
canonical_smiles	Tau fibril ThT	Tau fluor cs	Tau fibril FP	GAA glycogen mod	aGlu spleen mod	HTT cytoprotect	GAA inhib	GLA spleen mod
COc1ccc2c(c1)C(=O)[C@H](OC(=O)Nc1ccc(C)c(Br)c1)[C@@H](c1ccc(OC)c(Br)c1)O2	0%	?	?	.	-8%	-12%	.	6%
CCn1c2ccccc2c2cc(CN3CCN(Cc4ccccc4C)CC3)ccc21	?	-22%	-1%	-11%[76.3 µM]	.	.	.	.
Cn1cc(CCCC(=O)NCc2ccccc2Cl)c2ccccc21	0%	-9%	1%	-2%[76.3 µM]	.	.	.	.
CCCn1cc(SCC(=O)Nc2ccc3c(c2)OCO3)c2ccccc21	?	?	2%	-5%	-2%	0%[10 µM]	-14%	4%
c1cncc(CNc2ncncc2-c2ccc3c(c2)OCO3)c1	-3%	0%	2%	.	-16%	1%	.	4%
COC(=O)c1c(C)oc(C)c1S(=O)(=O)N1CCCC1	-1%	5%	1%	6%	2%	0%[10 µM]	-16%	1%
COc1ccc(C(=O)N(c2ccc(OC)cc2)S(=O)(=O)c2ccc3c(c2)n(C)c(=O)n3C)cc1	?	-28%	-1%	8%[76.3 µM]	.	.	.	.
O=C1C2CC=C(Cl)CC2C(=O)N1CCC[n+]1ccccc1 (stereo unspecified)	1%	-1%	-5%	5%	-6%	23%	-7%	-1%
COc1ccccc1N(CC(=O)NCC1CCCO1)C(=O)Cn1nnc(-c2cccs2)n1 (stereo unspecified)	-10%	-9%	-1%[2.34 µM]	-11%	-6%	15%[10 µM]	18%	6%
CC(=O)N1CCc2cc(Br)cc(S(=O)(=O)NCCCN3CCC(C)CC3)c21	-4%	3%	-6%	14%	6%	-11%	-10%	2%
Cc1ccc2nsnc2c1S(=O)(=O)N1CCCC1	-2%	-3%	0%	-14%	3%	6%	-6%	-2%
COc1ccc(C2CC(c3ccc(Cl)cc3Cl)n3nc(N)nc3N2)cc1 (stereo unspecified)	-13%	-12%	7%	4%	-9%	-3%	-2%	-2%
CC(C)C[C@H](NC(=O)[C@@H]1Cc2ccccc2CN1C(=O)OC(C)(C)C)C(=O)NCC1CCC(C(=O)O)CC1 (stereo partly specified)	-12%	-7%	-10%	5%	-20%	12%[10 µM]	1%[15.4 µM]	-5%
COc1cc(-c2nnc(SCC(=O)NC3CCS(=O)(=O)C3)o2)cc(OC)c1OC (stereo unspecified)	1%	3%	-1%	3%	-16%	5%[10 µM]	-5%	6%
Cc1ccc(NC(=O)C2CCN(S(=O)(=O)c3cccc4nonc34)CC2)c(Cl)c1	-2%	-7%	-6%	15%[76.3 µM]	.	.	.	.
CCC/C=C(\CCC)C(NS(=O)(=O)c1cccs1)c1ccc(C(=O)OC)cc1 (stereo unspecified)	?	-23%	3%	.	1%	?	.	-3%
CC#CCN1c2ccccc2[C@]23C[C@@H](C(=O)OC)N(S(=O)(=O)c4ccc5c(c4)OCCN5C)C2=NC(C(=O)OC)=C(C(=O)OC)[C@H]13	-7%[11.5 µM]	-22%[11.6 µM]	0%[11.6 µM]	.	-10%[17.4 µM]	1%[10 µM]	.	-1%[17.5 µM]
COc1ccc(NC(=O)c2c(C)oc3ccc(O)c(CN4CCCCCC4)c23)cc1Cl	-11%	-22%	-1%	-9%[76.3 µM]	.	.	.	.
